SKKanGAS inh – S. pyogenes SKKanGAS growth inhibitors in kanamycin, primary screen, streptokinase expression inhibitor project, SKKanGAS strain, BacTiter-Glo luminescence | inhibition, % at 7.5 µM | hit rate 1.3% among 300,000 | 6 h;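 active = mean replicate score, as percent of positive control median, at least 50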;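 also: strain carries kanamycin resistance gene driven by streptokinase promoter and grows in 40 µg/ml kanamycin; loss of luminescence reflects streptokinase promoter inhibition or plain growth inhibition; 0% = median of DMSO wells and 100% = positive control at its reference dose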
hERG protect – hERG rescue from dofetilide block, primary screen, cell-based, CHO-hERG, FluxOR thallium flux, dofetilide IC70. Voltage-gated inwardly rectifying potassium channel KCNH2 (Homo sapiens), Q12809. dofetilide IC70 present. activation (rescue from dofetilide block), less the hit threshold, % at 10 µM. hit rate 0.51% among 310,000;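 active = activation above the mean of controls blocked by dofetilide plus 5 SD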;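 also: thallium influx through hERG after potassium depolarization seen as dye fluorescence rise; in these data hits start at about 4.7%; inactives centre near -7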
HDAC3 inh – HDAC3 deacetylase inhibitors, primary screen, biochemical, fluorescence, cell-free homogeneous; Histone deacetylase 3 (Homo sapiens), O15379; recombinant HDAC3, fluorogenic peptide/trypsin coupled; inhibition, % at 8.3 µM; hit rate 0.15% among 320,000; AID 2718, 2010; in the data active = inhibition above about 26%, passing the limit was not always enough
KCNQ1 act – potentiators or activators of KCNQ1 channel, primary screen, cell-based, thallium flux, high-throughput; Potassium voltage-gated channel subfamily KQT member 1 (Homo sapiens), P51787; CHO-K1 KCNQ1, thallium flux FluxOR fluorescence; stronger effect = higher value; B-score at 10 µM; hit rate 0.35% among 310,000; AID 2648, 2010;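 active = fluorescence ratio B-score, a plate-corrected score, at least three library SD, with initial intensity B-score within 5 SD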
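assay system = KCNQ1-transfected CHO-K1 cells | medium = assay buffer with matched DMSO | probe or stimulus = depolarizing K+/Tl+ stimulus, K2SO4 and Tl2SO4 each 12.5 mM in 5x stock | dosing = single dose | incubation = dye 90 min, compound 20 min, room temperature | detection = kinetic FluxOR fluorescence, 10 s baseline plus 110 s post-stimulus | evaluation = ratio B score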
RGS4 block – RGS4 inhibitors, primary screen, cell-based, HEK293 M3R inducible RGS4, calcium flux; B-score at 10 µM; hit rate 0.45% among 310,000; Fluo-4 calcium flux; stronger effect = higher value; triggered by carbachol at its EC20; Regulator of G-protein signaling 4 (Homo sapiens), P49798;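 active = B-score, a plate-corrected calcium signal, over three deviations above library mean, with baseline fluorescence within five deviations of library mean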;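 also: RGS4 expression induced by doxycycline in cells with stable M3 receptor; B-score is computed from the integrated fluorescence ratio over baseline after carbachol; higher B-score means a larger calcium signal and so more RGS4 inhibition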
Target sequence (P49798 whole entry, looked up): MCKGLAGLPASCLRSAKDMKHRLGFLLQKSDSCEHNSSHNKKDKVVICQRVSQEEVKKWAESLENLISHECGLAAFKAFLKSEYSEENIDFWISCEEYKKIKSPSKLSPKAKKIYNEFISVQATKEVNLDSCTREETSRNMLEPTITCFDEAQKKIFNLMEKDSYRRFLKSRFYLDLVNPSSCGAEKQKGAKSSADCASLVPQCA
KCNQ1 inh – inhibitors of human KCNQ1 channel, primary screen, cell-based, thallium flux, high-throughput; B-score at 10 µM; CHO-K1 KCNQ1, FluxOR thallium flux fluorescence; stronger effect = higher value; hit rate 1.3% among 310,000;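 active = compounds whose thallium flux B-score, printed positive for inhibition, exceeds three library SD while starting fluorescence stays within three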;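 also: channel opened by potassium depolarization with thallium stimulus after 20 min compound exposure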
RGS4 act – RGS4 potentiators or activators, primary screen, cell-based, HEK293 M3R inducible RGS4, calcium flux. carbachol calcium flux Fluo4; stronger effect = lower value. B-score at 10 µM. hit rate 0.92% among 310,000. AID 463111, 2010;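 active = B-score of the integrated calcium signal more than 4 SD below the library mean, with starting fluorescence not abnormally high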;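 also: negative B-score means reduced calcium response which marks RGS4 activation or potentiation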
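Also added: carbachol at ECmax as muscarinic agonist stimulus; Assay system: HEK293 cells with stable M3R and inducible RGS4; Timing: overnight RGS4 induction, 30 min dye load 37 °C, 20 min compound RT; Measured by: Fluo4-AM (2 µM) calcium-flux fluorescence, kinetic read.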
KCNK9 block – KCNK9 potassium channel inhibitors, primary screen, HEK293 cells, thallium flux; Potassium channel subfamily K member 9 (Homo sapiens), Q9NPC2; FluxOR thallium flux fluorescence; stronger effect = lower value; B-score at 10 µM; hit rate 1.2% among 310,000; AID 488922, 2010;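 active = ratio B-score over 3 SD below the library mean, with starting fluorescence within 5 SD of its mean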;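 also: negative B-score means less thallium flux so channel inhibition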
Target sequence (Q9NPC2 whole entry, looked up): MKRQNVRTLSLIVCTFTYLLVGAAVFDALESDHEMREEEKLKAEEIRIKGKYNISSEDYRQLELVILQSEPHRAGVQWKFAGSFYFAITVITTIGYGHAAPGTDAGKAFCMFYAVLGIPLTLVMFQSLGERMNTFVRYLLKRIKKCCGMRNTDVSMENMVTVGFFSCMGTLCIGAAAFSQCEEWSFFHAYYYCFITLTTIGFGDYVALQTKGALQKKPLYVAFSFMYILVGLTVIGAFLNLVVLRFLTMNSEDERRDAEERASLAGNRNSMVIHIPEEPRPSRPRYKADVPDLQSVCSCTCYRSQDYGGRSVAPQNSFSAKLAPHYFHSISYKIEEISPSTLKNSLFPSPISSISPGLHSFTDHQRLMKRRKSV
KCNK3 inh – human KCNK3 channel inhibitors, primary screen, CHO cells, FluxOR thallium flux, B-score; Potassium channel subfamily K member 3 (Homo sapiens), O14649; FluxOR fluorescence; stronger effect = lower value; B-score at 10 µM; hit rate 0.84% among 340,000; AID 602410, 2012;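 active = B-score under library mean minus 4 SD, starting fluorescence ratio at most library mean plus 5 SD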;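 also: more negative B-score means stronger inhibition of thallium flux through KCNK3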
Target sequence (O14649 whole entry, looked up): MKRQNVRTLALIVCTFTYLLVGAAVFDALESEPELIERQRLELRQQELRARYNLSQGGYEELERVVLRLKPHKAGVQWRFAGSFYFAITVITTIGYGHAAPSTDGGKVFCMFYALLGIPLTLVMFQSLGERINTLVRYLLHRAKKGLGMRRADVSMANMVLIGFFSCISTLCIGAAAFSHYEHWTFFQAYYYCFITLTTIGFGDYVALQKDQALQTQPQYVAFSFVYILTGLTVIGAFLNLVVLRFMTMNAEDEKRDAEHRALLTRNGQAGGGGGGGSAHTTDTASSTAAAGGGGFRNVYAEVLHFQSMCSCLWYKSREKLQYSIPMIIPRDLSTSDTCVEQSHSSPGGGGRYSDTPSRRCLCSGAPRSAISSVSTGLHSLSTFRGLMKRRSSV
TMEM16A inh – TMEM16A chloride channel inhibitors, primary screen, cell-based, HTS; Anoctamin-1 (Mus musculus), Q8BHY3; HEK293 TMEM16A/YFP iodide influx fluorescence, ionomycin; normalized B-score (activity score, 25-100; higher = stronger inhibition) at 10 µM; hit rate 1.2% among 310,000; AID 588511, 2011;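 active = ratio plate-corrected score three or more library SD toward inhibition, starting fluorescence score within five deviations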;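 also: score derived from kinetic fluorescence span divided by baseline fluorescence per well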
TMEM16A act – TMEM16A chloride channel activators or potentiators, primary screen, cell-based, HTS | Anoctamin-1 (Mus musculus), Q8BHY3 | HEK293 TMEM16A/YFP-H148Q/I152L, iodide quench fluorescence; stronger effect = lower value | B-score at 10 µM | hit rate 0.3% among 340,000;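 active = fluorescence-ratio B-score plate-corrected deviation score at least 3 library SD below zero, with starting fluorescence score within 5 deviations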;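 also: channel opened by trigger with iodide after compound preincubation; score built on the fluorescence ratio of max minus min over baseline; more negative score means more quench and so TMEM16A activation or potentiation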
Starred values were filed as active, the others as inactive; i = inactive; / = no result given.

SMILES	SKKanGAS inh	hERG protect	HDAC3 inh	KCNQ1 act	RGS4 block	KCNQ1 inh	RGS4 act	KCNK9 block	KCNK3 inh	TMEM16A inh	TMEM16A act
CN1N=C2c3ccccc3CCC2C1c1ccc(C(F)(F)F)cc1 (stereo not given)	12	-4	5	i	i	i	i	i	/	i	/
COc1cc(C(=O)NC(=S)N(CCc2ccccc2)CCc2ccccc2)cc(OC)c1OC	90*	-3	16	29*	i	i	i	i	i	i	i
CC(=O)c1c(C)[nH]c(C2=NNC(=NC(C)(C)C)SC2)c1C	15	-11	1	i	i	i	i	i	i	i	i
Cc1cccc(NC(=O)CSc2nnc(Cc3ccccc3)o2)c1	-1	-4	-2	i	i	i	i	i	i	i	i
CCN1CCCC1CNCc1ccccc1OCc1ccc(F)cc1 (stereo not given)	-1	2	-10	i	i	i	-7.6*	i	i	i	i
O=C(NNC(=O)c1ccc(F)cc1F)c1ccc(-n2cnnn2)cc1	-3	-7	3	i	i	i	i	i	i	i	i
Cc1cc(OCC(=O)C(C)(C)C)c2c(C)c(C)c(=O)oc2c1	-6	-4	-1	i	i	i	i	i	i	i	i
COCCNC(=O)C1(C)C=CC2(CCCCC2)N1C(=O)c1ccccc1 (stereo not given)	0	-8	-1	i	i	i	i	i	i	i	i
Cc1cccc(C2c3[nH]c4ccccc4c3CCN2C(=O)c2cc(CC(C)C)[nH]c(=O)n2)n1 (stereo not given)	21	-16	2	i	i	i	i	i	i	i	i
Cn1c(=O)c2c(nc(SCC(=O)NC3CCCC3)n2C)n(C)c1=O	-3	-7	2	i	i	i	i	i	i	i	i
O=C(O)CC(NNC(=O)c1ccccc1)C(=O)Nc1ccc([N+](=O)[O-])cc1 (stereo not given)	3	-10	-2	i	i	i	i	i	i	i	i
CCOc1ccc(-c2[nH]ncc2Oc2ccccc2OC)c(O)c1	13	-13	-1	i	i	i	i	i	i	i	i
COc1cc(C(=O)NNC(=O)C2CCCC2)cc(OC)c1OC	3	-6	0	i	i	i	i	i	i	i	i
C/C(CC(=O)Nc1ccc2c(c1)OCCO2)=N\NC(=O)c1ccccc1Cl	3	-3	2	i	i	i	i	i	i	i	i
CC(O)c1nc2ccccc2n1CC(=O)Nc1ccc(F)cc1Cl (stereo not given)	1	-6	-3	i	i	i	i	i	i	i	i
CCOC(=O)C1C(C)=C(Nc2ccc(OC)cc2)C(=O)N1c1ccc(OC)cc1 (stereo not given)	-1	-6	-3	i	i	i	i	i	i	i	i
O=C(NC1CCN(Cc2ccccc2)CC1)c1cccc(S(=O)(=O)Nc2cc(C(F)(F)F)ccc2Cl)c1	7	-18	4	i	i	i	i	i	i	25*	i
CCOc1ccc(C(=O)NCC(=O)OCC(=O)c2ccc3c(c2)-c2ccccc2C3)cc1	-18	-4	-5	i	i	i	i	i	i	i	i
COc1ccc(OC)c(CCNC(=O)c2nn(C)c3c2CS(=O)(=O)c2ccccc2-3)c1	4	-11	14	i	i	i	i	i	i	i	i
COc1cc(C(=O)NCC(c2ccc(F)cc2)N2CCOCC2)ccc1OCc1ccccc1Cl (stereo not given)	2	-14	8	i	i	10*	i	i	i	i	i
CCn1ncc(Br)c1C(=O)Nc1ccc(-c2ccno2)cc1	0	-13	/	i	i	i	i	i	i	i	i
COc1ccc(-c2cc(C(=O)N3CCCCCC3)no2)cc1OC	18	-6	-13	i	i	i	i	i	i	i	i
Cc1nnsc1Sc1ccccc1	-1	-8	7	i	i	i	i	i	i	i	i
CC1CCc2cccc3c2N1c1cc(C#N)c(C#N)cc1O3 (stereo not given)	-5	-14	1	i	i	i	i	i	i	i	i
Cc1[nH]c2ccc(S(N)(=O)=O)cc2c1C	-2	-9	0	i	i	i	i	i	i	i	i
SMILES	SKKanGAS inh	hERG protect	HDAC3 inh	KCNQ1 act	RGS4 block	KCNQ1 inh	RGS4 act	KCNK9 block	KCNK3 inh	TMEM16A inh	TMEM16A act
CNS(=O)(=O)c1cnccc1N1CCN(c2cccc(Cl)c2)CC1	-2	-9	-4	i	i	i	i	i	i	i	i
CC(=O)C1=NOC2C(=O)N(c3ccc(Cl)cc3)C(=O)C12 (stereo not given)	7	-2	-4	i	i	i	i	i	i	i	i
CCC(C)(C)NC(=O)/C=C/c1cccs1	2	-2	2	i	i	i	i	i	i	i	i
Cc1cccc(-n2c(-c3csc(C)c3)n[nH]c2=S)c1	-1	-3	21	i	i	i	i	i	i	i	i
O=C(CN1C(=O)NC2(CCCC2)C1=O)Nc1ccc(F)c([N+](=O)[O-])c1	10	-5	8	i	i	i	i	i	i	i	i
O=c1oc2ccccc2cc1-c1nc2c(s1)CCCC2	11	-12	3	i	i	i	i	i	i	25*	i
CC[C@@]1(O)C(=O)OCc2c1cc1n(c2=O)Cc2cc3c(CN(C)C)c(O)ccc3nc2-1	-5	-49	-4	i	i	32*	i	i	i	i	i
O=C(c1cc(COc2c(F)cccc2F)on1)N1CCCCCC1	37	-10	3	i	i	i	i	i	i	i	i
N#Cc1cc2c(nc1SCC(=O)NCc1ccc3c(c1)OCO3)CCCCC2	-3	-5	5	i	i	i	i	i	i	i	i
COC(=O)c1sccc1NC(=O)COc1ccc(Cl)cc1Cl	3	-5	-7	i	i	i	i	i	i	i	i
COCC(=O)N1CCC(Oc2ccc(C(=O)N3CCCCCC3)cc2)CC1	-3	-4	-5	i	i	i	i	i	i	i	i
O=C(Nc1cccc(O)c1)C(Cc1ccccc1)N1C(=O)c2cccc3cccc(c23)C1=O (stereo not given)	-1	-7	-1	i	i	i	i	i	i	i	i
COc1ccc(/C=C/C(=O)O)cc1S(=O)(=O)NCc1ccco1	-3	-5	0	i	i	i	i	i	i	i	i
O=C(/C=C/c1cccc(Cl)c1)OCc1cn2cc(Cl)ccc2n1	0	-11	-3	i	i	i	i	i	i	i	i
Cc1ccc(O)c(NC(=O)CCC2CCCCC2)c1	-5	-10	-1	i	i	i	i	i	i	i	i
Cc1c(C(=O)N2CCN(Cc3ccc4c(c3)OCO4)CC2)cccc1[N+](=O)[O-]	2	-12	5	i	i	i	i	i	i	i	i
O=c1c(C(c2ccc(O)cc2)c2c(O)nc3n(c2=O)CCCS3)c(O)nc2n1CCCS2	1	-1	-11	i	i	i	i	i	i	i	i
O=C(O)CSc1cn(Cc2ccccc2)c2ccccc12	4	-9	0	i	i	i	i	i	i	i	/
CN(CCC#N)C(=S)NC(=O)c1ccc(S(=O)(=O)N2CCOCC2)cc1	1	-18	-1	i	i	i	i	i	i	i	i
COc1ccc2[nH]cc(S(=O)(=O)c3ccc(F)cc3)c(=O)c2c1	-5	-6	0	i	i	i	i	i	i	i	i
O=C(CCC(=O)NC1CCN(Cc2ccccc2)CC1)NCc1ccco1	-6	-12	0	i	i	i	i	i	i	i	i
CCCSc1ccc(-c2nn(-c3ccccc3)cc2/C=C(/C#N)C(=O)NCCCOC)cc1	-1	-4	-17	i	i	i	i	i	i	i	i
CC(=O)c1cccc(S(=O)(=O)N2CCCC(c3nc(-c4ccc(C)o4)no3)C2)c1 (stereo not given)	3	-11	4	i	i	i	i	i	i	i	i
NNC(=O)c1ccc(CN2C(=O)c3cccc4cccc2c34)cc1	13	-11	18	i	i	i	i	i	i	i	i
Cc1ccc2[nH]c3c(=O)n(CCc4cnc[nH]4)cnc3c2c1	-6	-1	-31	i	i	i	i	i	i	i	i
SMILES	SKKanGAS inh	hERG protect	HDAC3 inh	KCNQ1 act	RGS4 block	KCNQ1 inh	RGS4 act	KCNK9 block	KCNK3 inh	TMEM16A inh	TMEM16A act
OCCC#Cc1ccc(CN2CCN(Cc3ccccc3)C(CCO)C2)cc1 (stereo not given)	4	-10	-8	i	i	i	i	i	i	i	i
Cc1ccc(C)c(N2CCN(CCCNC(=O)Cn3cccc3C(=O)c3ccccc3)CC2)c1	-2	-17	2	i	i	i	i	i	i	i	i
COc1cc(/C=C(/NC(=O)c2ccccc2)C(=O)N2CCN(C)CC2)c([N+](=O)[O-])cc1OC	-4	-3	10	i	i	i	i	i	i	i	i
CCN(CC)c1nc(N2CCOCC2)c(C#N)c2c1CN(C)CC2	-4	-2	3	i	i	i	i	i	i	i	i
COCCNC(=O)c1ccc(CN2CCC(Cc3ccccc3)CC2)cc1	-10	-4	0	i	i	i	i	i	i	i	i
O=C(Nc1ccc(NC(=O)c2cccs2)cc1)c1ccc(Br)o1	4	-6	10	i	i	i	i	i	i	i	i
O=C(ONC1=NCCCCC1)c1ccc(Cl)cc1	-7	-8	-4	i	i	i	i	i	i	i	i
O=C(Nc1nc(-c2cccs2)cs1)c1cccc(S(=O)(=O)N2CCCCC2)c1	28	-10	-1	i	i	i	i	-6.6*	i	i	i
COc1ccc(C(=O)NCCc2nnc3ccc(SCC(=O)Nc4cc(C)on4)nn23)cc1	5	-14	-5	i	i	i	i	i	i	i	i
Cc1ccc(NC(=O)Nc2nnc(CSCCOc3ccc(Cl)cc3)s2)cc1	2	-7	4	i	i	i	i	i	i	i	i
Cc1ccc(-c2n[nH]c(=O)c3ccccc23)cc1S(=O)(=O)NCCO	-1	-15	-4	i	i	i	i	i	i	i	i

Assay outcomes deposited in PubChem BioAssay by several laboratories.
